HCV inhibitor: inhibitors of hepatitis C virus infection | actives 3.4% (n = 340,000) | Huh7.5.1 HCVcc-Cre infection, luciferase reporter, 44 h | Potency, µM (titrated, usually from 41.8 µM), without a hit: at the highest dose activity change, negative = inhibition, most hits filed as inhibitors; further: potency means the concentration at half of the fitted maximal effect
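Luciferase read-out (15 sec integration) after a 15 min room-temperature substrate step quantifies HCVcc-Cre infection. Cells, 1,000 per well, had compound added 4 h post-plating, then virus at ~0.5 moi, and were cultured 44 h.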
AMA1 RON2 block: inhibitors of Plasmodium falciparum AMA1-RON2 interaction. AlphaScreen AMA1-biotinylated RON2 peptide binding. AID 720542. Potency, µM (top dose mostly 58.2 µM), for inactives: at the top dose activity change, negative = inhibition, usual class: inhibitors. actives 0.2% (n = 360,000);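 further: potency means the concentration at half of the fitted maximal effect; 0% = vehicle wells and -100% = peptide control; nearly all actives have a fitted effect of over 45% in size; some results filed as inactive show a strong effect at the top dose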
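AMA1 (3D7) with his tag at 25 nM final met compounds first, then biotinylated RON2 peptide at 25 nM; detection used donor plus acceptor beads, 10 µg/mL apiece, read by AlphaScreen after 30 min at room temperature.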
Tb PYK inh: blocks Trypanosoma brucei pyruvate kinase; actives 0.12% (n = 410,000); Potency, µM (highest dose often 76.8 µM), for the others: top-dose activity, negative = inhibition, most hits filed as inhibitors; TbPYK enzyme, Kinase-Glo Plus ATP luminescence, 45 min; AID 624173; Q57TT1; further: potency means the concentration at half of the fitted maximal effect; nearly all actives have a fitted effect of over 50% in size
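Luminescent Kinase-Glo Plus end-point after 45 min room-temperature reaction of T. brucei pyruvate kinase started with 130 uM ADP (final). Buffer TEA 50 mM pH 7.2 with KCl, MgCl2, BSA, Tween-20; titration-based qHTS with fitted concentration-effect curves.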
HCMV inh: blocks human cytomegalovirus replication | HFF cells, HCMV-luciferase reporter, 72 h; hits give low values | actives 4.5% (n = 410,000) | activity change, negative = inhibition, % at 57.5 µM; in the data active means activity change below about -60%; inconclusive means no clear call, values can overlap the other calls; inactive means above about -39%
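Cell-based, HFFs, 1000 cells/well, 16 h 37C; cpds in DMSO + HCMV-luc, MOI 1 PFU/cell; 72 h 37C; OneGlo luminescence after 5 min RT; norm. to buffer vs Salinomycin 10uM.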
AmpC inh no detg: AmpC beta-lactamase inhibition without detergent; P00811; AmpC nitrocefin hydrolysis, absorbance 480 nm, 0.0001% Triton; Potency, µM (series often up to 57.1 µM), without a hit: at the highest dose activity change, negative = inhibition, hits mostly inhibitors; actives 0.52% (n = 330,000); AID 485341;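 further: potency means the concentration at half of the fitted maximal effect; plate controls were no compound for no effect and no enzyme for full effect; nearly all actives have a fitted effect of over 20% in size; some results filed as inactive show a strong effect at the top dose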
Target sequence (P00811 whole entry, looked up): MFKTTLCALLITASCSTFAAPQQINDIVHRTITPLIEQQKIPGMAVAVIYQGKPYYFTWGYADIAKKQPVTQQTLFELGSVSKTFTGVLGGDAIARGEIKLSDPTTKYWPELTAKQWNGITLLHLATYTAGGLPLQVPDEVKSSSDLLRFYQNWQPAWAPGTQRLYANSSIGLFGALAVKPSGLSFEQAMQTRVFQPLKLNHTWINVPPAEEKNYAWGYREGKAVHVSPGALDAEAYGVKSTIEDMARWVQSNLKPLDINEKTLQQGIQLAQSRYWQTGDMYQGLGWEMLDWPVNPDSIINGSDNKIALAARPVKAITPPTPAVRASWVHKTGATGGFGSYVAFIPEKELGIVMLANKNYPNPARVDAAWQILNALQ
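20 mM phosphate pH 7.0 + 0.01% (detergent screen) or 0.0001% Triton X-100; 5.3 nM AmpC reagent; cpd preinc 15 min RT; nitrocefin (800 uM stock) to start; A480 q20 s × 4 min; Activity was normalised to no-enzyme and no-compound control wells.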
AmpC detergent: AmpC beta-lactamase inhibition with detergent present. P00811. AmpC hydrolysis of nitrocefin, absorbance 480 nm, 0.01% Triton. Potency, µM (highest dose often 114 µM), for the others: at the highest dose activity change, negative = inhibition, most hits filed as inhibitors. actives 0.041% (n = 370,000). AID 485294;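 further: potency means the concentration at half of the fitted maximal effect; 0% = no-compound wells and -100% = no-enzyme wells; nearly all actives have a fitted effect of over 25% in size; some results filed as inactive show a strong effect at the top dose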
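20 mM phosphate pH 7.0 + 0.01% (detergent screen) or 0.0001% Triton X-100; 5.3 nM AmpC reagent; cpd preinc 15 min RT; nitrocefin (800 uM stock) to start; A480 q20 s × 4 min; Activity was normalised to no-enzyme and no-compound control wells.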
LmPK inhibitor: blocks Leishmania mexicana pyruvate kinase activity. Q27686. purified LmPK, Kinase-Glo ATP luminescence, 1 h. Potency, µM (top dose mostly 57.5 µM), for inactives: top-dose activity change, negative = inhibition, usual class: inhibitors. actives 0.37% (n = 290,000); further: potency means the concentration at half of the fitted maximal effect
Target sequence (Q27686 whole entry, looked up): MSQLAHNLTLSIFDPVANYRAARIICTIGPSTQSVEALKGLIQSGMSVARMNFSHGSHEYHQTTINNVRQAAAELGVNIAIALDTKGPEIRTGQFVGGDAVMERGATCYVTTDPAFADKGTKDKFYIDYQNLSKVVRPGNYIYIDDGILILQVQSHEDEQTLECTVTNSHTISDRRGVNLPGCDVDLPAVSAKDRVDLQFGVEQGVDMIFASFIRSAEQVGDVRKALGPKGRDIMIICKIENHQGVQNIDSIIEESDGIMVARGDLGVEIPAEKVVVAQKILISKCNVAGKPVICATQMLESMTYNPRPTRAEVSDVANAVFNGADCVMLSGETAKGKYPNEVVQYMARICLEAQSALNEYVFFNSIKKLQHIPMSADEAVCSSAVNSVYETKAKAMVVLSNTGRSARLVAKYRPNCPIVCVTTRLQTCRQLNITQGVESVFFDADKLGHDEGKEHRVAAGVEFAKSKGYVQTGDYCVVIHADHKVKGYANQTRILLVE
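In 50 mM imidazole pH 7.2 with 7 mM MgCl2, LmPK (0.1 nM) turned over PEP (0.5 mM) and ADP (0.1 mM) for 1 h at room temperature. Luciferase read-out of ATP.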
The depositor's hits bear a star; ? = inconclusive; . = not tested or not shown; [ ] = another dose, or the depositor's remark. Unless noted, the call rests on the fitted dose curve; in most records, active means well fitted curve in the direction sought with a large enough effect; inconclusive means small, poorly fitted or top-dose-only effect, or another doubt; inactive means no such curve, though single readings can be large; an effect the other way counts as inactive or inconclusive. Unless noted, on the % scale 0 is the no-effect control and ±100 the full control effect.

SMILES	HCV inhibitor	AMA1 RON2 block	Tb PYK inh	HCMV inh	AmpC inh no detg	AmpC detergent	LmPK inhibitor
CCNC(=O)C1(C)CCN(Cc2csc(-c3ccccc3)n2)C1 (stereo unspecified)	.	9%	0%	10	.	.	.
Cc1cc(OCC(=O)OCC(=O)N2CCc3ccccc32)ccc1Cl	14%	22%	0%	1	-19%	-3%	.
CC1=Nc2cc(C(=O)O)ccc2Sc2c(C)ccc(C)c21	-17%	2%	-7%	-34	-34%	2%	0%
CC1(C(=O)NS(=O)(=O)c2ccccc2Cl)CCN1C(=O)Cc1cc(F)ccc1F (stereo unspecified)	.	-2%	-2%	-4	.	.	.
O=C1NC(=O)N(Cc2ccccc2)CC1Br (stereo unspecified)	5%	13%	8%	0	.	.	.
CNC(=S)N/N=C/c1c2ccccc2c(Cl)c2ccccc12	?	60%[activator]	-15%	-17	-2%	0%	-5%
O=C(CCSc1ccccc1)Nc1nnc(-c2cccs2)o1	2%	123%[activator]	2%	17	-19%	5%	4%
N#CCSc1nc2c(sc(=S)n2Cc2ccco2)c(=O)n1-c1ccc(F)cc1	?	-9%	-10%	-107*	-34%	0%	2%
COCc1cc(C)nc(SCc2ccc(Cl)cc2)c1C#N	-16%	42%[activator]	-6%	?	7%	0%	0%
Cc1onc(-c2ccccc2Cl)c1C(=O)Nc1sc2c(c1C#N)CCC2	-12%	-5%	.	?	-17%	1%	4%
CO/N=C(/CNC(=O)c1ccc(Cl)cc1Cl)c1ccc(Cl)cc1	11%	0%	-3%	3	-28%	1%	1%
CCCc1cc(=O)[nH]c(Nc2ccc(C(=O)O)cc2)n1	.	.	-2%	10	.	-3%	.
COc1cc(C2NC(=O)NC(c3ccccc3)=C2C(C)=O)c(Br)cc1OCC(N)=O (stereo unspecified)	15%	-10%	0%	-1	-4%	?	-2%
CCOC(=O)N/N=C/c1c(C)nn(-c2cccc(C(F)(F)F)c2)c1Cl	2.2µM*	3%[2.32 µM]	-2%	?	47%	-14%	2%
Cc1ccc(-c2nc3ncccc3o2)cc1N	2%	5%	2%	174	-13%	-2%	-1%
O=C(Oc1ccc(OC(=O)c2ccncc2)cc1)c1ccncc1	-8%	-1%	-5%	-20	.	.	.
Cc1cc(Cc2ccc([N+](=O)[O-])cc2)c(C)cn1	1%	-16%	2%	25	-12%	-17%	-1%
Cc1cc(C)c(NC(=O)CN(C)C(=O)CCN2C(=O)C3CCCCC3C2=O)c(C)c1 (stereo unspecified)	.	-7%	4%	-32	.	.	.
CC1(c2ccc3noc(-c4ccccc4)c3c2)OCCO1	?	3%	-1%	-16	-14%	?	3%
Cc1cc(C)n(Cc2ccc(Cl)c(Cl)c2)c(=O)c1S(=O)(=O)c1ccccc1	33%[activator]	-17%	-3%	?	?	2%	3%
COc1ccc(NC(=O)c2cc(-c3ccc(C)cc3)on2)cc1OC	1%	-6%	-8%	-6	-8%	-3%	-4%
CCOC(=O)C(Cc1ccccc1)c1ccnc2nc(N)nn12 (stereo unspecified)	-10%	0%	-1%	22	-8%[2.29 µM]	-4%	-2%
O=C(C1CCN(S(=O)(=O)c2ccc3c(c2)OCCO3)CC1)N1CCc2ccccc21	?	-11%	-4%	?	-17%	?	-2%
CCC(C)(C(=O)Nc1ccccc1C)N(C(=O)CNC(C)=O)c1ccccc1C (stereo unspecified)	-5%	3%	7%	-7	-1%	-4%	0%
Cc1ccc(Nc2c(-c3ccc(N4CCOCC4)cc3)nc3ccc(Cl)cn23)cc1	.	.	1%	-38	.	0%	.
Cc1nn(C(C)(C)C)c(OC(=O)CC(C)C)c1S(=O)(=O)c1ccccc1	?	10%	5%	9	37%	2%	1%
COc1ccc(CCNC(=O)Cn2c(=O)cc(C(F)(F)F)c3c(C)nn(C)c32)c(OC)c1	.	.	2%	22	.	6%	.
COc1cc(C(=O)N(C)C2CCCN(Cc3ccccc3F)C2)cc(OC)c1OC (stereo unspecified)	1%	-4%	8%	8	22%	?	-6%
COc1ccc(NC(=O)NS(=O)(=O)c2ccc(C)cc2)cc1OC	6%	-5%	-20%	-20	-37%	.	.
COC(=O)C1SCC2C(=O)N(Cc3ccc(Cl)c(Cl)c3)CC(=O)N21 (stereo unspecified)	3%	6%	-14%	-14	33%[activator]	-9%	2%
O=C(NCCc1csc(-c2ccc(Cl)cc2)n1)c1cccs1	.	.	-4%	?	.	-6%	.
Cc1cc(=O)[nH]c(SCC(=O)N2CCC(C(N)=O)CC2)n1	-7%	-2%	3%	2	-10%	2%	-8%
OCCOc1ccc(C2=NCCO2)cc1	3%	-5%	1%	25	-18%	3%	-10%
O=C(CSc1nnc(CNC(=O)c2ccccc2F)o1)NCC1CCCO1 (stereo unspecified)	0%	18%	2%	-19	-3%	-3%	5%
CCCCC(=O)Nc1nnc(S(=O)(=O)N(C)Cc2ccco2)s1	9%	12%	-6%	-26	-15%	0%	1%
CC(OC(=O)c1cccnc1Cl)C(=O)NCc1ccccc1 (stereo unspecified)	6%	10%	-5%	-17	-9%	-2%	.
CC(=O)Nc1sc(N)nc1-c1ccccc1	11%	15%	-4%	47	-10%	?	1%
CSc1nsc2nc(=O)c(/C=C3\C=Nc4ccccc43)c(N)n12	17%	-5%	4%	0	-29%	-10%	1%
CCn1c(=O)c(=O)[nH]c2cc(C(=O)N3CCN(c4ccccc4F)CC3)ccc21	11%	3%	-5%	-17	-40%	?	1%
CCOC(=O)c1nc(NCc2ccccc2F)c2ccccc2n1	-16%	10%	-12%	-11	-17%	5%	9%

Arranged by molecular weight (low to high): 6 of the compounds above
SMILES	HCV inhibitor	AMA1 RON2 block	Tb PYK inh	HCMV inh	AmpC inh no detg	AmpC detergent	LmPK inhibitor
Cc1cc(=O)[nH]c(SCC(=O)N2CCC(C(N)=O)CC2)n1	-7%	-2%	3%	2	-10%	2%	-8%
CCOC(=O)c1nc(NCc2ccccc2F)c2ccccc2n1	-16%	10%	-12%	-11	-17%	5%	9%
COc1ccc(NC(=O)c2cc(-c3ccc(C)cc3)on2)cc1OC	1%	-6%	-8%	-6	-8%	-3%	-4%
O=C(NCCc1csc(-c2ccc(Cl)cc2)n1)c1cccs1	.	.	-4%	?	.	-6%	.
COc1cc(C(=O)N(C)C2CCCN(Cc3ccccc3F)C2)cc(OC)c1OC (stereo unspecified)	1%	-4%	8%	8	22%	?	-6%
O=C(C1CCN(S(=O)(=O)c2ccc3c(c2)OCCO3)CC1)N1CCc2ccccc21	?	-11%	-4%	?	-17%	?	-2%

Remaining list, next part
SMILES	HCV inhibitor	AMA1 RON2 block	Tb PYK inh	HCMV inh	AmpC inh no detg	AmpC detergent	LmPK inhibitor
CCOC(=O)C1CC2CC(C1)CN(C(=O)C1CCCCC1)C2 (stereo unspecified)	5%	6%	3%	7	15%	3%	5%
Cc1cnc(C(=O)N(c2ccccc2)C(c2ccccc2)c2nc3ccccc3[nH]2)cn1 (stereo unspecified)	.	11%	-6%	26	.	.	.
O=C(COC(=O)c1cc(Cl)ccc1O)NNC(=O)c1ccc([N+](=O)[O-])cc1	-14%	81%[activator]	-6%	-2	-38%	?	.
CC(C)CCNC(=O)NC(=O)COC(=O)C1CCN(S(=O)(=O)c2ccccc2F)CC1	3%	14%[11.6 µM]	1%	-14	10%	0%	4%
Cc1c(C(=O)Nc2nc3ccccc3[nH]2)oc2c(Cl)cccc12	-19%	38%[activator]	-6%	167	-26%	-3%	4%
CN(C)CCOc1ccc(-c2c(-c3ccccc3)sc3ccccc23)cc1	?	?	1%	-38	59%[activator]	.	.
CNC(=O)COC(=O)c1ccc(Cl)c(S(=O)(=O)N2CCCC2)c1	2%	-7%	-2%	-31	-13%	-10%	4%
O=C1OC(c2ccc(Br)cc2)=N/C1=C\c1ccco1	15%	-18%	-2%	48	-24%	-6%	-6%
CC(C)(C)c1cc2nc3c(c(=O)n2[nH]1)CN(Cc1ccccc1)C3=O	2%	-11%	2%	-5	-37%	4%	1%
N#Cc1c(/N=C/c2ccc(-c3ccc(C(=O)O)c(Cl)c3)o2)sc2c1CCCC2	5%	-5%	-13%	0	-26%	-7%	.
Cc1ccc(NC(=O)CC2NCCNC2=O)cc1 (stereo unspecified)	11%	36%[activator]	-8%	14	-13%	-13%	4%
O=C1CC(c2ccccc2)c2ccccc21 (stereo unspecified)	12%	-1%	1%	-33	-19%	?	-1%
CCc1ccc2c(c1)c1nc(C)sc1n2CC	?	6%	-9%	-3	-13%	-1%	-26%
COc1cc2c(cc1OC)C(=S)NC1(CCCC1)C2	?	0%	1%	28	-13%	5%	2%
Cc1ccc(N2C(=O)CC(NNC(=O)c3cccc(S(=O)(=O)N4CCCC4)c3)C2=O)cc1 (stereo unspecified)	21%	30%[activator]	-3%	16	-21%	-10%	1%
CC1(C(=O)NS(=O)(=O)C2CC2)CCCN(C(=O)c2ccccc2)C1 (stereo unspecified)	.	-1%	-2%	20	.	.	.
Cc1cccc(-c2cccc(NC(=O)C3CCCN(C(=O)c4csc(C)n4)C3)c2)c1 (stereo unspecified)	7.9µM*	-8%	-6%	?	146%[activator]	-9%	12%
Cc1cccc(-n2c(CNC(=O)c3cccc([N+](=O)[O-])c3C)n[nH]c2=S)c1	-2%	-28%	8.9µM*	11	-27%	?	-1%[11.5 µM]
CN(C)c1ccc(/C=N/NC(=O)C(O)(c2ccccc2)c2ccccc2)o1	-7%	11%	?	-11	32%	4%	2%
O=C(CSc1nc2ccc(NC(=O)c3ccccc3C(=O)O)cc2s1)Nc1ccc(F)c([N+](=O)[O-])c1	-29%	-20%	-11%	28	18µM*	-8%	-1%
COC(C(=O)Nc1ccnn1C1CCN(Cc2cnn(C)c2)CC1)c1ccccc1 (stereo unspecified)	19%	-5%	4%	-19	18%	-5%	-8%
Cc1ccccc1OCC(=O)Nc1nnc(C2CC2)s1	8%	0%	4%	0	0%	-1%	.
CN(CCc1ccccn1)C(=O)CC1C(=O)NCCN1Cc1ccc(-c2ccccc2)cc1 (stereo unspecified)	26%	8%	2%	27	185%[activator]	-2%	5%
COC(=O)c1cc(S(=O)(=O)N2c3ccccc3CC2C)c[nH]1 (stereo unspecified)	?	-2%	-1%	-38	-6%	-6%	1%
Cc1c(NC(=O)c2c(F)c(F)c(F)c(F)c2F)c(=O)n(-c2ccccc2)n1C	11%	13%	-6%	11	-13%	?	4%

Bioassay records deposited in PubChem by National Center for Advancing Translational Sciences (NCATS).
